Compound activity (PubChem)
HTR2A ag – activates the mouse 5-HT2A serotonin receptor. activation, % at 7.6 µM. 0.66% of 360,000 active. CHO-K1 mHTR2A beta-arrestin complementation, luminescence; percent of 30 µM serotonin response. AID 624169;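 active = activation above a run cutoff, the mean activation of all tested compounds plus 3 SD, cut at about 14% in these data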;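 note: 0% = plate median of compound wells and 100% = 30 µM serotonin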
ABCB6 inh 2 – inhibitors of human ABC transporter ABCB6. K562-ABCB6 porphyrin accumulation, flow cytometry, 1 h; hits give low values. 0.19% of 360,000 active. Q9NP58. fluorescence ratio to DMSO, % at 10 µM;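 active = fluorescence ratio to DMSO below 75%, the collection mean minus 3 SD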;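 note: signal is porphyrin accumulated inside mitochondria; 100% equals median channel fluorescence of DMSO control wells; lower ratio means ABCB6 inhibition with less porphyrin fluorescence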
MC4R barr agon – agonists of human melanocortin 4 receptor (MC4R) beta-arrestin | P32245 | 0.98% of 360,000 active | U2OS MC4R beta-arrestin complementation, luminescence; percent of melanotan II response, DMSO zero | activation, % at 8.9 µM;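 active = activation above a per-plate cutoff, the mean activation of sample wells on that plate plus 3 SD, cut at about 8% in these data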
NCOA2 inhibitor – human SRC2 (NCOA2) inhibition; Q15596; HEK293 GAL4-SRC2 luciferase reporter, luminescence; inhibition, % at 9 µM; 0.17% of 370,000 active;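 active = inhibition above the mean inhibition of all tested compounds plus 3 SD, set per campaign, cut at about 52% in these data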;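 note: 0% = DMSO treated cells and 100% = cells given Gossypol at 36 µM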
Target sequence (Q15596 whole entry, looked up, the tested form may be a part): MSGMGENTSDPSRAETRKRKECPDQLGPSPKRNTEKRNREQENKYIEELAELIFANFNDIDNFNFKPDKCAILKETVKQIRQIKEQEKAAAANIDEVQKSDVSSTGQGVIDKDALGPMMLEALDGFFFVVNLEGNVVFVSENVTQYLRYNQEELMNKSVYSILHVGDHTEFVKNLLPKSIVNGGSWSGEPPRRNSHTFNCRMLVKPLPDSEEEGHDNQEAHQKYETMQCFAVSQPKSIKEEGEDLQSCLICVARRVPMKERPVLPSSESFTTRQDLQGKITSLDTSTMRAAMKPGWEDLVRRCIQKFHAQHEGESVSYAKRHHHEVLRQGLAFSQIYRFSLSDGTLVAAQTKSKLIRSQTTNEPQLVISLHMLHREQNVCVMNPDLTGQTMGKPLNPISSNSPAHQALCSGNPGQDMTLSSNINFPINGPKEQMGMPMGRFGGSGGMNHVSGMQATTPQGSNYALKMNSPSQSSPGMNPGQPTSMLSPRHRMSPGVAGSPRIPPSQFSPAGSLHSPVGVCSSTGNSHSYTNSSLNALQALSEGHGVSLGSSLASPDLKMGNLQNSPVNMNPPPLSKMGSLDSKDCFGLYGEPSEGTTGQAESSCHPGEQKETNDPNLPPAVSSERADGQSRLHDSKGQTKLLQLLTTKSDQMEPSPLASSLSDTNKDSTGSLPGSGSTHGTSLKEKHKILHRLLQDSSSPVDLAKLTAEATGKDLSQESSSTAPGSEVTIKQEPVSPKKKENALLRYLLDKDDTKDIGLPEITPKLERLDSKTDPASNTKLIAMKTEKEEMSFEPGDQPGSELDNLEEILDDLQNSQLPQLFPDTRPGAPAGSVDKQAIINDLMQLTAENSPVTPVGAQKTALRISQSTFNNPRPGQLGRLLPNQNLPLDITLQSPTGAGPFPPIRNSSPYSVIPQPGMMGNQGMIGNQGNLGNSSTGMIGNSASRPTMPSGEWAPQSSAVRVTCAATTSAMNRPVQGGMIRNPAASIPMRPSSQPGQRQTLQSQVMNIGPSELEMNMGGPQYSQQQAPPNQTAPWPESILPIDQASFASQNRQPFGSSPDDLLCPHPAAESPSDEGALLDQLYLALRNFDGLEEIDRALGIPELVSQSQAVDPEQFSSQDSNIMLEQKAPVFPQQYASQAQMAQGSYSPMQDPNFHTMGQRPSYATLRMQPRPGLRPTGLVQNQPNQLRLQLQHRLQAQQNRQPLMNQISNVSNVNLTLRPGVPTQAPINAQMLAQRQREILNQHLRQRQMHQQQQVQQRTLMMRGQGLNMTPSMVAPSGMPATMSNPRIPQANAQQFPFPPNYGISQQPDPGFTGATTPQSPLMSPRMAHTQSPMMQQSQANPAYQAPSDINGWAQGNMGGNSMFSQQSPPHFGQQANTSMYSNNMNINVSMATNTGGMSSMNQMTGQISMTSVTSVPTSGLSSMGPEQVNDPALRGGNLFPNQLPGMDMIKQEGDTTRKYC
TLR9-MyD88 block – inhibitors of human TLR9-MyD88 binding; Q9NR96+Q99836; CHO BLA complementation TLR9-MyD88, CCF4 FRET ratio; inhibition, % at 4.98 µM; 0.21% of 340,000 active;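 active = inhibition above the mean over all tested compounds plus 3 SD, cut at about 21% in these data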;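 note: 0% = DMSO only wells and 100% = clavulanate BLA inhibitor control wells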
Cardio protect – protects H9c2 cardiomyocytes from peroxide injury | AID 588492 | H2O2 injury protection, ATPLite, 2 h | protection from H2O2 cell death, % at 20 µM | 0.63% of 360,000 active;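 active = compounds giving at least 50% protection of heart cells from peroxide-induced death in the single-dose screen, raw or plate-pattern-corrected value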;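 note: 0% = DMSO wells with peroxide and 100% = DMSO wells without peroxide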
N-glyco inh – blocks N-linked glycosylation in D54 reporter cells; AID 588692; D54 ERlucT glycosylation luciferase reporter, 24 h; percent of 100 nM tunicamycin response; reporter increase, % at 12.5 µM; 0.23% of 360,000 active;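 active = mean luciferase reporter signal, scaled so untreated is 0 and the glycosylation-blocking control 100, at or above a set limit in every replicate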;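 note: luciferase carries N-glycosylation sites so blocking glycosylation raises the light; 0% = median of neutral control wells and 100% = median of 100 nM tunicamycin wells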
NOD2 RIPK2 PPI – NOD2-RIPK2 protein interaction inhibition; CHO BLA complementation NOD2-RIPK2, CCF4 ratio; inhibition, % at 4.98 µM; 0.38% of 360,000 active; in the data active = inhibition above about 21%;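 note: 0% = vehicle only and 100% = reference blocker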
MC4R antagonist – human MC4R antagonism in cAMP assay | P32245 | MC4R-expressing cells, MTII-stimulated cAMP, LANCE TR-FRET | inhibition, % at 6.5 µM | 0.48% of 360,000 active;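 active = inhibition above its plate's cutoff, the mean of tested wells on that plate plus 3 SD, cut at about 29% in these data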;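 note: 0% = Melanotan II alone and 100% = Melanotan II plus saturating MCL0020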
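Material: human MC4R-expressing U2OS cells. Probe or stimulus: Melanotan II challenge. Dosing: 6.5 µM single dose. Times: 30-min compound, 1-h challenge, 1-h detection, room temperature. Technique: TR-FRET with Eu-cAMP and labeled anti-cAMP, 671 nm. Replication: singlicate.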
ABHD5-PLIN5 inh – blocks binding of human ABHD5 to perilipin-5 | Q00G26+Q8WTS1 | Split G. princeps luciferase complementation, luminescence, 4 h | inhibition, % at 4 µM | 0.78% of 360,000 active | AID 602281;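 active = inhibition above the mean inhibition across every tested compound plus 3 SD, cut at about 22% in these data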;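 note: 0% = DMSO only wells and the 100% control is not disclosed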
An asterisk follows results filed as active; nt = not tested or not shown. This is a subset; the hit share may differ from the screen's.

SMILES | HTR2A ag | ABCB6 inh 2 | MC4R barr agon | NCOA2 inhibitor | TLR9-MyD88 block | Cardio protect | N-glyco inh | NOD2 RIPK2 PPI | MC4R antagonist | ABHD5-PLIN5 inh
Cc1ccnc2nc(C(=O)OCC(=O)c3ccccc3)nn12 | 2 | 97 | 1.1 | -16 | -10 | -1 | 1 | 4 | 10 | -2
COc1cc2cc(CN(CCCO)S(=O)(=O)c3ccccc3)c(=O)[nH]c2cc1OC | -5 | 98 | -0.4 | 5 | 8 | 3 | 2 | 1 | -1 | 12
CCC1(CC)C(=O)C2=C3C1[C@H](C(=O)OC)CC(C(=O)OC)C[C@H]3[C@H]1C(=O)N(c3ccccc3)C(=O)[C@H]1[C@H]2C (some centres not stated) | 1 | 97 | -0.2 | -18 | 7 | 0 | -1 | -2 | 7 | 3
CC(=O)C(=Cc1cccc(C#N)c1)C(=O)c1ccccc1 | 1 | 96 | nt | -6 | nt | -16 | 9 | -6 | nt | 61*
CC(=O)Nc1cc(-c2cccc(C(=O)NCCO)c2)cn2c(-c3ccc(F)c(Cl)c3)cnc12 | 3 | 96 | 7.1 | 5 | nt | 39 | -1 | 3 | 9 | 16
COc1ccccc1-c1cc(C(=O)N/N=C/c2ccoc2)c2ccccc2n1 | -7 | 106 | -0.4 | 25 | -3 | 12 | 3 | -2 | 13 | 4
CCc1ccc(NC(=O)Cn2nc(C)c([N+](=O)[O-])c2C)cc1 | 3 | 100 | -3.5 | 10 | -12 | -2 | 0 | 1 | 16 | 2
C=C1CCN(C(C)C(=O)OC)S(=O)(=O)c2ccccc21 (configuration not stated) | -5 | 95 | -2.8 | 5 | -1 | -4 | 1 | -8 | 1 | -31
CSc1nccc(Oc2ccccc2Cl)n1 | 5 | 96 | -1.7 | 15 | nt | -1 | -3 | -13 | 1 | 7
CCCCc1ccc(-c2ccc(Br)cc2O)nc1 | 3 | 96 | -1.5 | -39 | -2 | -10 | -11 | 3 | 3 | -4
CC1=C(C(=O)N2CCCCCC2)CC(CC(=O)NCc2cccs2)C(=O)N1CCC1=CCCCC1 (configuration not stated) | 4 | 97 | nt | 0 | nt | nt | nt | -18 | nt | -4
C=CCOC(=O)C1=C[C@H](C2CCCCC2)C[C@H](OCc2ccc(CO)cc2)O1 | -6 | 99 | -0.3 | 6 | 10 | -2 | 0 | 3 | 3 | 5
CCOc1ccc(N(CC(=O)NCC2CCCO2)C(=O)CCC(=O)Nc2nccs2)cc1 (configuration not stated) | 1 | 103 | -1.1 | -5 | -9 | 4 | -2 | -15 | 3 | -2
Cc1ccc(CN2C(=O)c3ccccc3C2c2nnnn2-c2c(C)cccc2C)cc1 (configuration not stated) | -2 | 95 | nt | 3 | nt | nt | nt | -10 | nt | 2
COC(=O)CC1=C(C(=O)OC)C(c2ccc3c(c2)OCO3)C(C#N)=C(N)O1 (configuration not stated) | -4 | 97 | -1.6 | 10 | 1 | 10 | 0 | 7 | 5 | 0
COc1ccc(NC(=O)CO/N=C2\CCCc3nonc32)cc1 | -1 | 101 | -1.6 | -14 | 4 | 7 | 1 | -11 | 0 | 0
CC(O)COc1ccc(/C(=N/O)c2ccccc2)cc1 (configuration not stated) | 3 | 100 | -0.2 | -25 | 11 | 2 | -1 | -6 | 0 | 0
CCCCNC(=O)N1CCCC(N(C)CCc2ccc(OC)c(OC)c2)C1 (configuration not stated) | -2 | 102 | 1.3 | -37 | 0 | 6 | 1 | 3 | 15 | 6
CCCn1c(N)c(C(=O)CSc2nc(C3CC3)n(-c3ccccc3)n2)c(=O)[nH]c1=O | 5 | 98 | -1.1 | 26 | -9 | -3 | -4 | -5 | 7 | 0
C[C@@H]1CN([C@@H](C)CO)C(=O)CCCn2nncc2CO[C@@H]1CN(C)S(=O)(=O)c1ccccc1 | 3 | 95 | -0.9 | 13 | -16 | 0 | 0 | 5 | 1 | 2
CCCCCN(C(=O)CCC(=O)OCc1ccc(C(C)C)cc1)c1c(N)n(CCCC)c(=O)[nH]c1=O | -8 | 98 | -2.1 | 9 | -3 | 4 | 5 | -9 | 3 | -2
CCOC(=O)c1nnn(-c2ccc([N+](=O)[O-])cc2[N+](=O)[O-])c1C | 2 | 99 | -2.9 | -18 | 10 | -19 | 11 | 6 | 0 | 2
Cc1nc(CC(=O)NNS(=O)(=O)c2cccc(Cl)c2Cl)cs1 | 4 | 92 | -0.1 | -4 | -5 | 8 | -1 | -1 | -6 | -2
Cc1ccc(S(=O)(=O)C(F)(F)F)cc1NC(=O)c1cccnc1 | 2 | 94 | -0.8 | -4 | 7 | 2 | 1 | -6 | 4 | 0
Cc1cc(C)n2c(Br)c(CN3CCCC(C)C3)nc2n1 (configuration not stated) | -4 | 100 | -3.0 | 5 | -8 | 15 | 0 | -2 | 2 | -1
CCSCCc1nnc(NC(=O)Nc2cccc(C(F)(F)F)c2)s1 | 2 | 95 | 1.0 | 22 | -3 | -33 | -15 | -19 | -2 | -2
NC(=O)CCn1c(C(=O)c2ccc(Cl)cc2)c2ccccc2[n+]1[O-] | -2 | 101 | -1.5 | -13 | 5 | 13 | -1 | 6 | 0 | 7
COc1ccc(C)cc1Nc1n[n+](C)c(-c2c3ccccc3cc3ccccc23)s1 | nt | nt | nt | -36 | 6 | -4 | -2 | nt | nt | nt
CN(C)c1ccc(/C=C/C(=O)c2cc(Cl)ccc2O)cc1 | 5 | 408 | -0.8 | -14 | -8 | -15 | 8 | 3 | 7 | 4
CCOc1ccc(NC(=O)CCS(=O)(=O)c2ccc(Br)cc2)cc1 | -2 | 96 | -0.6 | 17 | 5 | -7 | 0 | -12 | 6 | 1
CNC(=O)[C@H]1O[C@@H](n2cnc3c(NCc4cccc(I)c4)nc(Cl)nc32)[C@H](O)[C@@H]1O | -4 | 100 | -0.9 | -37 | -6 | -6 | 1 | 2 | -7 | 0
COc1ccc(N=Nc2cc(OC)c(N)cc2OC)cc1 | -1 | 97 | -3.6 | -32 | -10 | -2 | 4 | 2 | -10 | 11
COc1ccc(-c2oc3cc(O)c(OC)c(O)c3c(=O)c2OC)cc1 | -4 | 100 | -1.5 | -48 | 3 | -2 | 23 | -3 | -12 | -3
CC(C)(C)SCCNC(=O)c1ccc(NS(C)(=O)=O)cc1 | -3 | 104 | -0.2 | -19 | 4 | 2 | 1 | -23 | 8 | -2
CCC(C)OC(=O)C1=C(C)NC(=O)NC1c1ccc(F)cc1 (configuration not stated) | -2 | 98 | -0.8 | 0 | -6 | -4 | 4 | -10 | 6 | 2
COc1ccccc1NS(=O)(=O)c1cccc(NC(=O)NCCCl)c1 | 10 | 100 | -1.2 | 3 | 5 | 3 | 0 | 4 | 1 | 5

Sorted by the number under MC4R barr agon (low to high): some entries from above
SMILES	HTR2A ag	ABCB6 inh 2	MC4R barr agon	NCOA2 inhibitor	TLR9-MyD88 block	N-glyco inh	NOD2 RIPK2 PPI	MC4R antagonist	ABHD5-PLIN5 inh
CNC(=O)[C@H]1O[C@@H](n2cnc3c(NCc4cccc(I)c4)nc(Cl)nc32)[C@H](O)[C@@H]1O	-4	100	-0.9	-37	-6	1	2	-7	0
CN(C)c1ccc(/C=C/C(=O)c2cc(Cl)ccc2O)cc1	5	408	-0.8	-14	-8	8	3	7	4
CCSCCc1nnc(NC(=O)Nc2cccc(C(F)(F)F)c2)s1	2	95	1.0	22	-3	-15	-19	-2	-2

Further entries
SMILES | HTR2A ag | ABCB6 inh 2 | MC4R barr agon | NCOA2 inhibitor | TLR9-MyD88 block | Cardio protect | N-glyco inh | NOD2 RIPK2 PPI | MC4R antagonist | ABHD5-PLIN5 inh
CCSc1nnc(Nc2ccc(C)cc2)s1 | -7 | 96 | -1.1 | -30 | -8 | -8 | -6 | -4 | -2 | -3
COc1cccc(-c2sc3ccc(OC)cc3c2-c2ccc(OCCN3CCCC3)cc2)c1 | -5 | 96 | 27* | nt | -1 | -24 | -6 | 9 | 11 | 22
CC(NC(=O)COC(=O)C1=NN(c2ccccc2)C(=O)CC1)c1ccccc1 (configuration not stated) | 6 | 98 | -2.4 | -13 | -8 | 1 | 3 | -9 | 1 | -2
O=S(=O)(/N=C(/NNS(=O)(=O)c1ccccc1)c1ccccc1)c1ccccc1 | 4 | 93 | -2.6 | 9 | -6 | -5 | -1 | 5 | 16 | 1
CCN(CC)CCCN(Cc1cc2cc3c(cc2[nH]c1=O)OCO3)C(=S)Nc1ccccc1OC | 1 | 99 | -2.4 | 6 | 10 | 13 | 4 | 0 | 1 | -1
O=C(/C=C/c1ccccc1)CC(O)(c1ccccc1)C(F)(F)C(F)F (configuration not stated) | 2 | 100 | -1.5 | 35 | -4 | -9 | 15 | 2 | 2 | 82*
O=C(O)c1ccc(COc2ccc(CO)cc2Cl)cc1 | -1 | 99 | -1.0 | -23 | 13 | -4 | -3 | -10 | 2 | 6
Cc1nc(N)sc1C(=O)Nc1ccccc1 | 2 | 93 | -0.2 | -49 | -3 | -3 | -6 | -8 | -7 | 15
O=C(N/N=C/c1ccccn1)c1ccccc1 | 10 | 98 | -1.1 | -37 | -2 | 19 | -2 | -1 | 19 | -1
COc1ccc(/C=C/C(=O)NCCN=C2NS(=O)(=O)c3ccccc32)cc1 | -2 | 102 | -2.5 | -33 | 3 | 4 | 0 | 0 | 2 | -9
CCC(=C(c1ccc(OC)cc1)c1ccc(OC)cc1)c1cn(CC(O)CN(CCO)CCO)c2ccccc12 (configuration not stated) | -4 | 95 | 1.2 | 0 | -8 | -9 | -2 | -6 | 5 | 12
COc1ccc(NC(=O)CN(c2ccc(F)cc2)S(=O)(=O)c2ccccc2)c(OC)c1 | -4 | 95 | 1.2 | 2 | -3 | -6 | -2 | -11 | 5 | -2
COc1cccc(/C=N/NC(=O)c2c(C)nc3ccc(Cl)cn23)c1OC | -3 | 100 | -0.3 | -37 | 0 | 12 | 0 | 6 | 2 | -5
CC1CCCN(C(=O)CSc2nnc(-c3c[nH]c4ccccc34)o2)C1 (configuration not stated) | -3 | 92 | 1.1 | -17 | 2 | 1 | -1 | -15 | 0 | -2
COc1ccc(CNC(=O)Cn2ccc(N)nc2=O)cc1 | 12 | 98 | -1.5 | 5 | 0 | 6 | 0 | -7 | 7 | 2
O=C(Nc1cccc([N+](=O)[O-])c1)Nc1ccc(Cl)cn1 | -4 | 97 | 0.0 | -3 | -4 | 0 | -5 | -4 | 1 | 3
CCCc1nn(C)c(C(N)=O)c1[N+](=O)[O-] | -4 | 96 | -1.2 | 4 | 13 | -3 | 1 | -7 | -1 | -2
CCCC(=O)Nc1nc(C)c(-c2csc(Nc3cc(OC)ccc3OC)n2)s1 | -6 | 100 | 1.2 | -12 | 3 | 9 | -5 | -8 | 11 | -19

2 records picked at random from those above:
SMILES | HTR2A ag | ABCB6 inh 2 | MC4R barr agon | NCOA2 inhibitor | TLR9-MyD88 block | Cardio protect | N-glyco inh | NOD2 RIPK2 PPI | MC4R antagonist | ABHD5-PLIN5 inh
CC(=O)C(=Cc1cccc(C#N)c1)C(=O)c1ccccc1 | 1 | 96 | nt | -6 | nt | -16 | 9 | -6 | nt | 61*
CNC(=O)[C@H]1O[C@@H](n2cnc3c(NCc4cccc(I)c4)nc(Cl)nc32)[C@H](O)[C@@H]1O | -4 | 100 | -0.9 | -37 | -6 | -6 | 1 | 2 | -7 | 0
